GSK3 alpha inh: blockers of GSK3A enzyme activity – biochemical, luminescence, cell-free homogeneous, HTS, primary screen; Glycogen synthase kinase-3 alpha (Homo sapiens), P49840; GSK-3 alpha kinase, ADP-Glo luminescence, 60 min; inhibition, % at 10 µM; 0.1% of 320,000 active; AID 2650, 2010;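 in the data active = inhibition above about 50%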;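 note: GST-tagged GSK-3 alpha with peptide substrate and 25 µM ATP; 0% = DMSO neutral wells and 100% = GW8510 positive control wells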
PolyA inh: polyadenylation inhibitors in yeast reporter cells, primary screen, luminescence, S. cerevisiae; S. cerevisiae SKY197-pL101 polyadenylation reporter, beta-gal luminescence; efflux-impaired pdr1/pdr3 knockout yeast; score 100 = 6 SD above DMSO; calls only at 12 µM; 0.02% of 300,000 active; AID 1875, 2009;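 active = lowest replicate activity score at least 50, where 100 means six control SD above control mean; inconclusive = lowest score under 50 but half or more replicates reach 50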;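 note: yeast exposed to compound for 9 h at 30 °C; higher score means more reporter readthrough which indicates perturbed polyadenylation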
GSK3B inh: human GSK3beta kinase inhibitors, primary screen, biochemical, cell-free homogeneous, HTS; Glycogen synthase kinase-3 beta (Homo sapiens), P49841; GST-GSK3beta kinase, ADP-Glo luminescence, 60 min; stronger effect = lower value; activity score (negative = inhibition), % at 10 µM; 0.038% of 300,000 active; AID 2097, 2009;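 active = more than half of replicate wells score below -50%, meaning over 50% inhibition versus plate controls; inconclusive = some replicates but at most half score below -50%; inactive = no replicate scores below -50%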;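 note: 0% = median DMSO wells and -100% = median GW8510 positive control wells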
Target sequence (P49841 whole entry, looked up): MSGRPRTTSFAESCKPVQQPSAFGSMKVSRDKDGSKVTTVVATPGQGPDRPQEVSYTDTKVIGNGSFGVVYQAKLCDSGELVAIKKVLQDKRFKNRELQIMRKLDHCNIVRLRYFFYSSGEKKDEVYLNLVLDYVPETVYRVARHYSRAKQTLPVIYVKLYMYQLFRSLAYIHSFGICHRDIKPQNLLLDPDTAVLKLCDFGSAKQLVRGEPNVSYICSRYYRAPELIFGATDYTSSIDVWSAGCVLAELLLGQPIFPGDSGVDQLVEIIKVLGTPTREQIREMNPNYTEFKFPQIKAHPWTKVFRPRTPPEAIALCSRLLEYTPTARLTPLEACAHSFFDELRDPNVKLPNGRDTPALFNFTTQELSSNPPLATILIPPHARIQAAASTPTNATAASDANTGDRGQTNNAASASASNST
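test system = GST-tagged human GSK3beta kinase, cell-free | reagent = 25 µM ATP with peptide substrate | dosing = one dose of 10 µM per compound | schedule = 60 min reaction, RT | detection = luminescent ADP-Glo measurement of ADP formed | control set = DMSO neutral wells and GW8510 at 20 µM as positive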
Platelet DG rel: inhibitors of platelet dense granule secretion, primary screen, cell-based, MLPCN, human platelets | 0.22% of 300,000 active | AID 1663, 2009 | inhibition, %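 (compounds screened at 7.5 µM in platelet-rich plasma)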 | human platelet-rich plasma, SFLLRN dense granule ATP release, luminescence;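 active = mean replicate score, as percent of positive control, at or above 50; inconclusive = mean below 50 but at least one replicate at or above 50; inactive = mean and every replicate below 50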
HSF1 inh: HSF1 inhibitors in luciferase reporter cells, primary screen, cell-based, NIH3T3, luminescence. NIH3T3-HGL HSE-luciferase, MG132-induced, luminescence 8 h; stronger effect = lower value. activity change, negative = inhibition, % at 7.5 µM (by protocol). 0.77% of 300,000 active. AID 2098, 2009;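 active = more than half of replicate wells show activity change below -50%, luminescence cut by over half; inconclusive = some wells, but at most half, below -50%; inactive = no replicate well below -50%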;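 note: luciferase reports HSF-1 transcriptional activity via heat shock element; 0% = median of DMSO wells and -100% = zero luminescence signal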
HDAC3 inh: HDAC3 deacetylase inhibitors, primary screen, biochemical, fluorescence, cell-free homogeneous; Histone deacetylase 3 (Homo sapiens), O15379; recombinant HDAC3, fluorogenic peptide/trypsin coupled; inhibition, % at 8.3 µM; 0.15% of 320,000 active; in the data active = inhibition above about 26%, passing the limit was not always enough; inconclusive = no clear call, values can overlap the other calls
Target sequence (O15379 whole entry, looked up): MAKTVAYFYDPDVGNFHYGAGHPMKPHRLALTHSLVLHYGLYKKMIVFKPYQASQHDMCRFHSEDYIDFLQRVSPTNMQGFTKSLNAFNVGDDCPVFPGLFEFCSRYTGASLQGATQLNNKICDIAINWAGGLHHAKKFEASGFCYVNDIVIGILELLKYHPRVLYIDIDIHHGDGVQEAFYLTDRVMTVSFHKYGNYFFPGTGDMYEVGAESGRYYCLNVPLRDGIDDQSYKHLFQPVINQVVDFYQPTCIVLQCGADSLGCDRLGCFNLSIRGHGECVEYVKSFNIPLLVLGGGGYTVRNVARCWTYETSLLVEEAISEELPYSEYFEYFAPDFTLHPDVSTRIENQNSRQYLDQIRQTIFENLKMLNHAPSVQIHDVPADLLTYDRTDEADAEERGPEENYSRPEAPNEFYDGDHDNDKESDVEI
HSF1 activator: HSF-1 activators, primary screen, NIH3T3-HGL cells, MG132 stress, luminescence, single point | NIH3T3-HGL HSF-1 luciferase reporter, 8 h; 100% = twice DMSO control signal | activation, % at 9 µM | 1.7% of 300,000 active | AID 504408, 2011;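 active = mean replicate activation of at least 50% with a set share of replicates each reaching 50%; inconclusive = only one of those two conditions met; inactive = mean below 50% and too few replicates reaching it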;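 note: 0% = median of the neutral control wells and 100% = twice that signal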
HSP90 refold inh: HSP90 inhibitors, primary screen, cell lysate, luminescence; Rabbit reticulocyte lysate, luciferase refolding luminescence, 3 h; inhibition, % at 5.6 µM; 0.91% of 290,000 active; AID 1789, 2009;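 active = inhibition above the screen-wide mean plus 3 SD, computed separately per campaign, cut at about 16% in these data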;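 note: 0% = DMSO wells and 100% = 60 µM geldanamycin wells; inhibitors lower the luminescence because luciferase stays unfolded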
DYRK1A inh: rat Dyrk1A kinase inhibitors, primary screen, biochemical, single point, plate reader. Dual specificity tyrosine-phosphorylation-regulated kinase 1A (Rattus norvegicus), Q63470. ADP-Glo luminescence, NFATc1 peptide. inhibition, % at 12.5 µM. 0.43% of 310,000 active. AID 504441, 2011; in the data active = inhibition above about 50%;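 note: plate controls were vehicle with enzyme for no effect and no enzyme for full effect; many of its hits are not listed in these tables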
AI-2 QS modul: Vibrio harveyi AI-2 quorum sensing modulators, primary screen, JMH597 strain, luminescence/OD600 ratio; AID 2094, 2009; activity change, % at 7.5 µM; Vibrio harveyi JMH597 AI-2 luminescence/OD600 ratio, 9 h; stronger effect = lower value; strain lacks LuxN and CqsS sensors; 0 = neutral-control median; 0.4% of 300,000 active; in the data active = activity change below about -75%, passing the limit was not always enough; inconclusive = no clear call, values can overlap the other calls;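 note: luminescence divided by OD600 gain over 9 h not by final OD600 alone; inactives centre near 13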
An asterisk follows results filed as active; i = inactive; ? = inconclusive; / = no result given.

item	Compound	GSK3 alpha inh	PolyA inh	GSK3B inh	Platelet DG rel	HSF1 inh	HDAC3 inh	HSF1 activator	HSP90 refold inh	DYRK1A inh	AI-2 QS modul
1	COC(=O)c1c(NC(=O)CSc2nc3ccccc3c(=O)n2-c2ccccc2)sc(C)c1C	-1.1	i	0.1	7.7	-1.9	-3.7	15.3	2.6	8.7	9.5
2	O=C(CN1C(=O)NC2(CCCC2)C1=O)Nc1nc(-c2ccc(F)cc2)cs1	1.1	i	1.1	-1.1	2.2	5.1	-3.7	1.9	2.6	1.5
3	O=C(CNC(=O)c1[nH]cnc1C(=O)NC(c1ccccc1)c1ccccc1)OCc1ccccc1	0.8	i	0.9	-0.5	3.6	6.3	17.0	3.9	/	24.1
4	O=C(CSc1ncnc2ccccc12)NCC(=O)c1ccccc1	-1.8	i	/	0.4	-0.7	4.4	6.7	1.8	-2.0	/
5	O=c1nc(N2CCCCC2)nc(Nc2ccccc2)[nH]1	-1.7	i	2.2	-5.6	1.1	-8.7	7.7	5.2	-38.2	21.0
6	COc1ccc(N(C(=O)c2ccncc2)S(=O)(=O)c2cccc([N+](=O)[O-])c2)cc1	-1.8	i	-29.3	6.9	6.7	0.1	39.2	-5.3	5.9	11.5
7	Fc1ccc(-c2csc(N3CCSCC3)n2)cc1	0.2	i	0.9	-0.7	-1.6	-7.1	27.7	1.8	-1.5	-10.4
8	CC(=O)c1cccc(NC(=O)c2cccc(N3C(=O)c4ccccc4C3=O)c2)c1	-0.7	i	1.6	-7.8	1.3	1.3	0.3	-1.6	-2.6	17.3
9	Cc1ccccc1C(=O)N1CCC(C(=O)NC2CCCC2)CC1	4.0	i	0.4	-6.6	-3.3	1.4	-4.3	-0.7	-8.8	16.0
10	N#Cc1c2c(nc(N)c1-c1ccccc1)CCCCC2	-4.4	i	-0.4	-0.9	-8.4	1.9	-10.4	-1.7	0.5	8.3
11	Cc1nc2ccccn2c1C(=O)NN=C1C2CC3CC(C2)CC1C3	0.8	i	-4.6	6.5	8.5	0.8	11.0	-5.3	-4.0	10.5
12	Cc1cc(OCC(O)CN2CCc3ccccc3C2)cc(C(C)C)c1 (centres undefined)	-0.9	i	-0.9	2.1	-5.2	4.9	1.8	-2.6	-6.4	13.3
13	CCOC(=O)CC(=O)CSc1nc2c(sc(=S)n2-c2ccc(OCC)cc2)c(=O)[nH]1	-3.9	i	0.1	0.9	-9.3	3.2	0.3	-0.4	-69.8	39.3
14	COc1ccc(C(=O)NC2CCCc3ccccc32)c(OC)c1OC (centres undefined)	-1.9	i	/	10.3	-5.9	-2.6	-3.6	-4.0	1.4	/
15	O=C(/C=C/c1ccc(Cl)cc1)N(c1ccccn1)C1CCCCC1	-2.8	i	3.8	10.3	5.4	7.0	14.4	1.6	-3.7	-0.9
16	O/N=C1/CCCCC1c1ccccn1 (centres undefined)	1.1	i	0.4	-33.8	-7.5	?	-5.2	3.5	1.8	15.4
17	CC(=O)c1ccc(N2Cc3ccccc3/C2=N\C(=O)Nc2ccc(Cl)cc2)cc1	-1.3	i	-0.8	-3.8	21.4	-0.6	29.8	3.9	-2.0	3.4
18	CNc1nc(-c2ccccc2)cc(-c2ccccc2)n1	0.8	i	0.2	-3.0	24.6	-13.8	74.1*	-1.3	-5.9	9.7
19	CCOC(=O)C[N+](C)(C)CCOC1CC2CCC1(C)C2(C)C (centres undefined)	1.1	i	-1.5	-2.8	-6.1	0.7	19.3	2.6	1.1	12.4
20	COc1cc2ccccc2cc1C(=O)OCC(=O)N1CCOCC1	1.1	i	-1.5	-23.1	5.9	-37.4	5.0	3.5	4.7	10.3
21	Cc1ccc(NC(=O)C(=O)N2CCCC2)cc1Cl	/	i	-0.2	-12.4	13.6	-2.4	36.1	2.7	/	6.3
22	NC(=O)C1(N2CCCCC2)CCN(S(=O)(=O)c2ccc(Cl)s2)CC1	-1.8	i	-2.0	0.0	-1.9	-3.4	2.7	-4.2	/	28.1
23	O=C(Nc1nccs1)C(F)(F)C(F)(F)C(F)(F)C(=O)Nc1nccs1	-3.0	i	-1.5	-4.5	-5.0	2.0	-9.8	-2.1	6.4	15.9
24	CNC(=O)CC1C(=O)N(c2ccc(F)cc2)C(=S)N1NC(=O)c1ccc(Cl)cc1 (centres undefined)	-1.6	i	1.5	-5.5	2.2	-1.9	-6.8	-2.4	-0.4	6.3
25	CCN(C(=O)c1cc(Cl)ccc1OC)c1ccccc1	4.6	i	-4.5	6.9	-2.5	1.0	-6.0	1.3	0.8	-3.0
26	COc1cc(CN2CCC(C(=O)N3CCCC(C)C3)CC2)cc(Br)c1O (centres undefined)	0.3	i	0.2	-3.1	4.0	-7.2	-10.4	4.1	38.2	85.2
27	CCc1ccccc1N(C(=O)c1cccs1)C1C=CS(=O)(=O)C1 (centres undefined)	-2.6	i	-1.4	-2.4	-2.9	-10.1	5.2	-3.0	-0.4	9.4
28	O=C(Nc1sc2c(c1C(=O)NCCO)CCCC2)c1ccco1	-1.6	i	1.3	-2.8	-4.8	5.3	-2.4	-2.1	2.6	22.2
29	C=CC[n+]1c(-c2ccc(Cl)cc2Cl)csc1Nc1ccc(NC(C)=O)cc1	1.6	i	-0.2	-1.7	-6.7	7.5	5.0	0.5	-2.0	-0.9
30	CCOc1ccc(NC(=O)c2ccc(N3CC4CC(C3)c3cccc(=O)n3C4)c(N)c2)cc1 (centres undefined)	-1.6	i	0.8	-6.5	-8.6	1.7	-13.8	-9.1	/	27.4

Later entries:
item	Compound	GSK3 alpha inh	PolyA inh	GSK3B inh	Platelet DG rel	HSF1 inh	HDAC3 inh	HSF1 activator	HSP90 refold inh	DYRK1A inh	AI-2 QS modul
31	Cc1ccc(Nc2cc(-c3ccccc3)nc3ncnn23)cc1	-1.7	i	1.0	10.0	-11.3	4.4	1.4	2.6	/	32.8
32	CCOC(=O)C1CCCCN1Cc1ccc(F)c(Br)c1 (centres undefined)	8.8	i	2.4	6.8	-0.2	-1.1	10.3	-1.8	-5.7	33.7
33	COc1cc2c(cc1OC)C(/C=C/c1ccco1)=NCC2	/	i	-2.2	11.0	-13.3	/	11.2	3.2	-3.0	13.4
34	COc1cc(OC)cc(C(=O)NNC(=O)c2cc3c(s2)CCCC3)c1	-2.8	i	-1.1	-0.2	0.5	-5.8	23.5	4.3	-2.8	-20.0
35	CCc1ccccc1NC(=O)Nc1ccc(F)cc1F	8.0	i	-1.4	0.1	-3.7	-3.2	13.4	3.5	-2.3	8.2
36	CN(C)S(=O)(=O)c1ccc(N2CCCC2)c(C(=O)OCC(=O)N2CCN(c3ccccc3)CC2)c1	0.2	i	-2.2	-20.3	-4.7	-8.2	-9.8	/	13.5	36.0
37	C=CCn1c(=O)c2ccccc2n2c(SCc3nc(N)nc(Nc4ccccc4C)n3)nnc12	-5.9	i	-0.4	10.8	-0.8	5.6	-10.1	0.5	3.0	25.5
38	CC(=O)Nc1ccc(S(=O)(=O)NCC(=O)OC(C)c2ccccc2Cl)cc1 (centres undefined)	-1.8	i	-0.4	-23.9	15.4	-1.4	28.1	1.8	-1.4	18.8
39	O=C(N/N=C/c1cccc2ccccc12)c1cc(C2CC2)[nH]n1	-1.8	i	1.4	6.4	-1.1	7.1	4.7	-5.4	5.2	11.2
40	COc1cc([N+](=O)[O-])ccc1NC(=O)NCc1cccnc1	1.9	i	-4.2	39.5	-7.1	8.2	6.6	-2.2	-3.1	18.7
41	COc1ccc(C(CNC(=O)c2cncc(Br)c2)N(C)C)cc1 (centres undefined)	-1.2	i	2.7	-3.2	-8.3	0.8	-7.4	-1.9	-0.6	32.1
42	NC(=O)COc1ccc2cc(-c3ccc(F)cc3)c(=O)oc2c1	2.4	i	/	-1.4	12.5	-103.1	22.4	0.7	-2.4	/
43	CC1CC(C)CN(C(=O)c2nn(C)c3c2CS(=O)(=O)c2ccccc2-3)C1 (centres undefined)	-1.6	i	-2.1	-0.3	-9.5	3.2	-3.9	-0.4	-0.1	30.5
44	COc1ccc(-c2nnn(CCc3nn[nH]n3)n2)cc1OC	-2.6	i	-2.6	-3.3	-3.7	1.7	22.1	-0.6	0.1	16.1
45	CSCC[C@H](NC(=O)OC(C)(C)C)C(=O)N1CCC(C(=O)N[C@@H](Cc2c[nH]c3ccccc23)C(=O)O)CC1	0.2	i	0.5	-1.7	3.6	1.6	-1.3	2.8	-4.8	6.4
46	Cn1c(=O)oc2cc(S(=O)(=O)N3CCN(c4cccc(Cl)c4)CC3)ccc21	-1.1	i	0.0	10.2	-4.0	0.2	-2.2	5.7	6.0	12.9
47	COc1cc(Cl)c(C)cc1NC(=O)CSCC#N	5.9	i	2.4	-7.2	-1.7	0.0	10.9	-0.1	0.1	3.8
48	O=C(NCCNc1ccc([N+](=O)[O-])cc1C(F)(F)F)c1ccc(F)cc1	4.1	i	-2.1	-6.1	1.8	11.9	12.8	5.6	-2.0	-4.9
49	Cc1c(Cl)c([N+](=O)[O-])nn1CC(=O)NC12CC3CC(CC(C3)C1)C2	-1.5	i	-0.4	9.9	1.6	-4.0	-1.9	3.2	-6.2	5.3
50	COc1cc(OC)cc(-c2nc3nc(C)c(CCC(=O)O)c(C)n3n2)c1	1.7	i	1.2	3.5	-5.9	5.2	-4.1	2.1	-3.5	10.3
51	CCCOc1cccc(C(=O)O)c1	1.7	i	-0.7	-0.3	0.1	-4.8	3.2	-0.3	-3.2	27.9
52	CCOC(=O)/C(N=Nc1sc(C(=O)OCC)c(C)c1C(=O)OCC)=C(\C)O	-3.8	i	2.1	6.4	6.0	4.8	21.7	-1.3	/	15.5
53	O=C(COC(=O)c1ccccc1NCc1ccco1)Nc1ccc2c(c1)OCO2	-2.1	i	3.6	6.3	3.1	-12.2	10.1	-2.5	1.9	6.7
54	CN1CCN(c2ncnc3c2c(-c2ccccc2)cn3-c2ccc(F)cc2)CC1	-1.2	i	1.0	-15.4	-3.3	-5.0	-7.1	-3.3	/	-5.1
55	O=C(c1ccco1)N1CCN(C(=S)Nc2ccc(F)c(Cl)c2)CC1	-2.4	i	-0.2	-0.5	-1.4	/	11.9	2.5	-3.2	-1.8

These rows are one share of the data, so the mix of outcomes need not match the whole.
